RXFP1 antagonist: RXFP1 (human) relaxin receptor antagonism. Q9HBX9. HEK293-RXFP1, relaxin-stimulated cAMP HTRF, 30 min; hits give low values. activity change, negative = inhibition, % at 57.5 µM. 350,000 tested, 0.59% active;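 active = activity change of -60% or lower, but not beyond a set lower limit; inconclusive = change between -60% and -40%, or beyond the set limit; inactive = change above -40%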; note: % is set by controls: 0 for no effect and ±100 for the full control effect
Target sequence (Q9HBX9 whole entry, looked up): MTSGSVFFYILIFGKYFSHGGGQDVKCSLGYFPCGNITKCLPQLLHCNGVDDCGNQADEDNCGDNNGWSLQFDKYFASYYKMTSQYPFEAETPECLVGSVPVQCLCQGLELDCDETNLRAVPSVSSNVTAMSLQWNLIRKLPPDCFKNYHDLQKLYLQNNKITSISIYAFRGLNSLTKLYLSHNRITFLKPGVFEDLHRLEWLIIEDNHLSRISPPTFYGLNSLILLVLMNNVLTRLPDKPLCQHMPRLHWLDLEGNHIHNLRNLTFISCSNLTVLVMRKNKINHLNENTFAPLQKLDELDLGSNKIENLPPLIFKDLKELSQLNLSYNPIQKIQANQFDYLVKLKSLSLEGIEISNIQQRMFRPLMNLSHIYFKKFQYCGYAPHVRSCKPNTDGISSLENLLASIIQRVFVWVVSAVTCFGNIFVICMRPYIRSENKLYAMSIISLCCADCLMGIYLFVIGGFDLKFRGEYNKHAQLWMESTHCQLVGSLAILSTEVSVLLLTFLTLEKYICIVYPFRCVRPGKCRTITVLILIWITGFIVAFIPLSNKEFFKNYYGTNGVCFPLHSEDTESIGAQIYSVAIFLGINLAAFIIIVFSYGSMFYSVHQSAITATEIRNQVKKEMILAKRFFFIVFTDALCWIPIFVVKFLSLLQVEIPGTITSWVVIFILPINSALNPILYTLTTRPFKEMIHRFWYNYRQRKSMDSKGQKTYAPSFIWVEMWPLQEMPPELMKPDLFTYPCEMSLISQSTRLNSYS
TRHR ag: TRH receptor (human) agonism; TRHR cells, calcium flux fluo-8, FDSS agonist mode; activation, % at 2 µM; 360,000 tested, 0.18% active; AID 493084; in the data active = activation above about 30%; note: 0% is about no effect
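Read-out: compound-evoked intracellular calcium rise in TRHR cells, fluo-8 dye, kinetic FDSS fluorescence at 1 s/cycle following a 10-cycle baseline. Cells cultured overnight before dye loading (30 min–1.5 h, RT).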
D1 PAM: potentiators of human D1 dopamine receptor | P21728 | potentiation, % at 10 µM | HEK293 TREx D1 cells, calcium flux, dopamine EC20 potentiation | 360,000 tested, 0.036% active; in the data active = potentiation above about 30%; note: 0% is about no effect
RXFP1 ag: RXFP1 (human) receptor agonism. Q9HBX9. HEK293T-RXFP1 cAMP TR-FRET, 30 min; response scale: percent of porcine relaxin response, buffer zero. Potency, µM (doses to about 57.5 µM), without a hit: at the highest dose activation, most hits filed as activators. 370,000 tested, 0.3% active. AID 2676; note: potency is the fitted concentration of half-maximal effect; % is set by controls: 0 for no effect and ±100 for the full control effect; nearly all actives have a fitted effect of over 60% in size; many of its hits are not listed in these tables
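HEK293T cells stably expressing RXFP1 were pretreated with the PDE4 inhibitor Ro 20174, exposed to compounds for 30 min at 37C, lysed, and cAMP was read by TR-FRET. Data normalized to buffer (basal) and 29 nM porcine relaxin (100%).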
D1 antagonist: human D1 dopamine receptor antagonism. P21728. HEK293 TREx D1 cells, calcium flux, dopamine EC80; hits give low values. activity change, negative = inhibition, % at 10 µM. 360,000 tested, 3.2% active. AID 504652; in the data active = activity change below about -30%; note: % is set by controls: 0 for no effect and ±100 for the full control effect
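Antagonism measured as reduced calcium response to an EC80 dopamine addition following 180 s compound pre-read; cells were inducible HEK293 Trex D1 plated overnight at 30 C, read kinetically at 1 cycle/sec.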
TRHR enhancer: allosterically enhances the human TRH receptor; TRHR cells, fluo-8 calcium fluorescence, EC20 TRH enhancement; enhancement, % at 2 µM; 360,000 tested, 0.66% active; AID 493056; in the data active = enhancement above about 30%; note: 0% is about no effect
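TRHR-expressing cells loaded with fluo-8 calcium dye were read kinetically (ex 480/em 530) during compound addition, then stimulated with an EC20 of TRH (10 nM final). Enhancement of the Gq-mediated intracellular calcium response was scored.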
D2 potentiator: D2 dopamine receptor (human) potentiation. P14416. HEK293 T-REx D2, calcium flux, EC20 dopamine potentiation. potentiation, % at 10 µM. 340,000 tested, 0.34% active;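 active = potentiation over 3 SD above the plate norm, cut at about 30% in these data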; note: 0% is about no effect
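Cells plated with tetracycline inducer and held overnight at 30 C; calcium dye loaded 30–90 min at room temperature; baseline taken, compound added and read 180 s; EC20 dopamine then added and read 180 s.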
D1 ag: agonists of human D1 dopamine receptor. P21728. HEK293 T-REx D1 cells, calcium flux, agonist mode. AID 504660. activation, % at 2 µM. 360,000 tested, 1% active; in the data active = activation above about 30%; note: 0% is about no effect
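Tetracycline-induced HEK293 TREx D1 cells, force-coupled to calcium signalling, were dye-loaded with a no-wash calcium kit. Compound was pin-added after a 10 s baseline. Fluorescence was read kinetically at 1 cycle/s for 180 s, with calcium rises flagged as agonism.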
Apoferritin bind: binds horse apoferritin like a general anesthetic. P02791. 350,000 tested, 0.074% active. AID 485281. apoferritin/1-aminoanthracene competitive binding, fluorescence. Potency, µM (top dose mostly 77.5 µM), without a hit: at the top dose activity change, negative = displacement, actives largely listed as inhibitors; note: potency is the fitted concentration of half-maximal effect; % is set by controls: 0 for no effect and ±100 for the full control effect; nearly all actives have a fitted effect of over 20% in size
Target sequence (P02791 2-175 limits assumed): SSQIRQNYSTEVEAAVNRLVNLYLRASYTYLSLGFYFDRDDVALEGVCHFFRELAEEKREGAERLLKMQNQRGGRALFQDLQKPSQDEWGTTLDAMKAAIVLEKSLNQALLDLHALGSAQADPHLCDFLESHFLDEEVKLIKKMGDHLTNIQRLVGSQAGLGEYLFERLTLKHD
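Steps: apoferritin (10 uM) was premixed with half-saturated 1-AMA in PBS, compounds were pin-transferred, plates stood 10 min at room temperature, fluorescence was read at 380/535 nm, and curves were fitted with a Hill equation.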
Starred values were filed as active, the others as inactive; ? = inconclusive; / = no result given. Unless noted, calls come from the whole dose curve; as a rule, active = well fitted curve in the direction sought with a large enough effect; inconclusive = small, poorly fitted or top-dose-only effect, or another doubt; inactive = no such curve, though single readings can be large; an effect the other way counts as inactive or inconclusive. Not all compounds are listed, so the mix of outcomes need not match the whole.

SMILES	RXFP1 antagonist	TRHR ag	D1 PAM	RXFP1 ag	D1 antagonist	TRHR enhancer	D2 potentiator	D1 ag	Apoferritin bind
Cc1ccc(OCCNC(=O)c2cccc(S(=O)(=O)NCc3ccccc3)c2)cc1	-11.6	-0.2	-1.8	1.4%	-34.5*	8.2	4.4	40.6*	/
COc1ccc(Nc2cc3n(c(=O)n2)CCc2cc(OC)c(OC)cc2-3)c(C)c1	13.0	-0.6	2.4	-0.9%	-6.2	24.2	-7.2	1.4	-13.3%
COC(=O)c1ccccc1NC(=O)c1cc2sccc2n1C	?	-0.5	0.7	7.1%	-4.7	22.3	8.5	1.5	3.8%
OCCNCCNCc1ccc(-c2ccccc2)cc1	/	-0.3	-6.5	0.7%	-8.8	8.2	/	10.0	?
Cc1ccc(C(=O)Nc2nc3ccc(S(C)(=O)=O)cc3s2)o1	8.1	0.1	8.7	-1.2%	5.2	1.0	-13.1	2.1	-2.3%
O=C(CCNC(=O)c1ccccc1Cl)OCC(=O)c1ccccc1	0.1	-0.1	2.6	1.8%	-7.1	-4.7	-8.7	0.8	-10.7%
COc1cc(Cl)c(C)cc1NC(=O)COC(=O)CCc1nc2ccccc2c(=O)[nH]1	-11.7	-0.3	-1.5	-0.3%	11.2	0.0	1.5	3.4	/
O=C(CSc1nnc2ccc3ccccc3n12)N1CCOCC1	/	0.0	3.2	-1.3%	-0.1	-2.3	-21.7	3.5	5.3%
CNC(=O)c1ccc(-c2nc(CN3CCc4ccccc43)c(C)o2)cc1	-26.7	-1.2	0.3	0.6%	6.6	-3.1	1.9	0.7	-15.1%
COc1ccc(OCCC(=O)OCC(=O)NCc2ccccc2)cc1	-7.8	-0.5	4.6	2.1%	2.4	-2.2	8.5	0.4	-10.9%
CCOC(=O)c1c(NC(=O)CSc2nnc(C)s2)sc2c1CCC(CC)C2 (stereo unspecified)	9.1	1.0	5.5	5.4%	38.0	-1.8	6.8	4.4	-13.0%
CCCCC12CN3CC(C)(CN(C1)C3c1ccc([N+](=O)[O-])o1)C2=O (stereo unspecified)	-0.3	0.8	0.6	6.5%	20.5	-0.2	-5.3	1.7	11.0%
Cc1nn2c(NCCCN(C)C)c3c(nc2c1-c1ccccc1)CCC3	-2.9	0.1	-11.9	-1.6%	8.8	5.0	-11.2	1.5	-10.4%
CC1(C)O[C@@H]2[C@H](O1)[C@@H](CO)O[C@H]2n1c(N2CCCCC2)nc2c(N)ncnc21	/	-0.4	-1.0	2.1%	1.1	0.9	0.5	-0.9	/
N#Cc1ccc(COC(=O)CSc2nnc(N)s2)cc1	-14.5	0.2	1.3	0.0%	-6.5	-0.4	-3.1	1.9	-10.0%
CCOC(=O)c1ccccc1NC(=O)COC(=O)CN1C(=O)NC2(CCCC2)C1=O	0.7	-0.4	-3.1	-2.3%	-15.1	11.8	8.0	1.2	-8.8%
COc1ccc(N2CCN(C(=O)CSc3nnnn3C3CC3)CC2)cc1	4.1	-0.1	/	-1.1%	-20.0	-1.3	-14.7	1.1	/
CC(C)=C1SC(N2CCN(Cc3ccccc3)CC2)=NC1=O	-10.4	-0.3	-0.2	0.3%	-15.9	-0.1	2.7	7.2	-15.4%
C=CCn1c(CCc2cc(C(C)(C)C)c(O)c(C(C)(C)C)c2)n[nH]c1=S	8.8	0.4	-10.8	0.2%	-20.5	4.8	-7.0	5.5	?
Cc1cc(N(C)C)c(C#N)c(NCc2ccccc2)n1	-8.4	-0.2	3.9	0.1%	4.3	-9.1	-2.6	0.0	?
Cc1cc2c(cc1S(=O)(=O)N1CCN(c3ccc(Cl)cc3)CC1)OCCN2C	-6.9	-0.2	4.3	3.0%	5.1	-3.1	4.5	1.8	6.2%
CC1Cc2ccccc2N1Cc1cc(=O)c(OCC(=O)NCCc2ccccc2)co1 (stereo unspecified)	-11.6	-0.7	2.7	-0.4%	-5.8	-11.6	-7.2	1.4	/
COc1ccc([N+](=O)[O-])cc1N(CC(O)CN(CC(C)C)CC(C)C)S(=O)(=O)c1ccc(C)cc1 (stereo unspecified)	-5.2	0.8	-10.6	-0.4%	-24.5	5.2	2.8	3.2	?
Cc1ccc(N2C(=O)CC(NNC(=O)Cc3ccc(F)cc3)C2=O)cc1Cl (stereo unspecified)	-2.7	-0.7	-5.0	0.0%	0.9	1.2	-3.3	2.9	-13.5%
O=C(CCNS(=O)(=O)c1ccc(Cl)cc1)NCc1cccnc1	-2.7	-0.4	6.2	0.6%	18.4	-10.5	3.1	1.3	-6.4%
Cc1ccc(NC(=O)Cn2nc(C)c([N+](=O)[O-])c2C)cc1Cl	-11.5	0.8	-13.4	3.1%	-0.1	-0.4	-0.4	16.9	-10.3%
COc1ccccc1NC(=O)c1c(NC(=O)c2ccco2)sc2c1CCC(C(C)(C)C)C2 (stereo unspecified)	-15.4	0.2	0.2	2.9%	1.4	-1.7	6.8	2.0	-13.8%
COc1ccc(OC)c(-c2nnc3n(Cc4ccc(C)cc4)c(=O)c4ccccc4n23)c1	1.1	0.4	0.6	-2.5%	-5.7	1.6	20.0	0.7	-9.5%
COc1ccc(OC)c(-c2nc(C(N)=O)c3c(n2)n(-c2ccc4c(c2)OCO4)c(=O)n3C)c1	/	-0.3	0.8	0.4%	-6.8	-4.6	-5.3	-1.3	2.7%
COc1ccc(S(=O)(=O)NC(N)=NCCc2ccc(OC)c(OC)c2)cc1C	7.5	0.0	1.9	3.0%	16.6	3.1	7.2	2.9	-7.0%
CC(=O)N1c2c(cc(Br)cc2S(=O)(=O)Nc2ccccc2C)CC1C (stereo unspecified)	/	-0.1	0.3	-1.4%	-21.9	3.7	7.7	7.8	-0.6%
CC(C)c1ccc(CCNC(=O)CSC(=S)N2CCCC2)cc1	-25.9	-0.8	2.1	0.5%	-4.1	-3.6	-5.7	3.0	/
CC(C)CSc1n[nH]c(N)n1	-3.6	1.6	-6.6	-0.4%	18.8	-2.4	-2.5	1.0	-9.9%
O=C(NC(NC1CCS(=O)(=O)C1)C(Cl)(Cl)Cl)c1cccc(Cl)c1 (stereo unspecified)	26.3	-2.0	-10.9	2.4%	-26.2	19.6	18.2	19.1	-17.2%
Cc1ccc(C(=O)n2nc(C#N)c(C#N)c2N)cc1	-10.8	-0.8	-1.1	-4.0%	9.6	5.1	-2.1	2.7	8.2%
CC(C)C(C(=O)NCc1ccco1)N(CC1CCCO1)C(=O)CNS(=O)(=O)c1ccc(F)cc1 (stereo unspecified)	10.6	-1.0	-0.3	2.6%	-11.0	4.2	-6.8	2.5	0.6%
Cc1[nH]c2ccccc2c1C(=O)CN1CCCCC1CCO (stereo unspecified)	-5.3	-0.2	3.3	2.4%	-7.3	-1.2	7.6	6.1	-17.7%
N#CC1=C(N)N(c2ncn[nH]2)C2=C(C(=O)CCC2)C1c1ccc(F)cc1 (stereo unspecified)	-12.7	0.4	-5.0	5.3%	-5.7	-2.9	4.2	4.0	-7.3%
O=C(c1cccc(Cl)c1)C1CCCN(C(=O)c2ccc3c(c2)OCO3)C1 (stereo unspecified)	-3.9	0.0	-5.2	1.1%	-8.5	-7.1	-4.4	6.2	?
NC(=O)COc1ccc(/C=N/NS(=O)(=O)c2ccccc2)cc1	-8.1	1.3	-2.4	1.2%	-5.0	-8.7	6.7	2.7	-2.7%
CCOc1ccc(NC(=O)CN(C)S(=O)(=O)c2ccc(-c3ccc(=O)[nH]n3)s2)cc1	1.4	-0.6	-1.2	-0.2%	-6.8	5.5	1.5	0.1	-16.1%
Cn1c(=O)c2c(nc(SCC(=O)OCc3ccccc3)n2C)n(C)c1=O	-5.6	0.3	0.7	5.1%	15.3	4.1	10.2	2.2	-14.3%
Cc1ccc(SC[C@H](Cc2ccccc2)N2CCN(CCc3ccccc3)CCC2=O)cc1	/	-1.0	-2.9	-2.9%	-0.8	2.0	-2.4	19.0	-0.9%
CCNC(=S)N1CCN(C(=O)c2ccco2)CC1	9.3	0.5	-2.5	1.0%	4.2	2.9	3.4	4.5	-7.1%
Fc1ccc(Nc2nc(-c3ccncc3)nc3ccccc23)cc1	-1.8	-0.3	0.5	7.1%	4.1	0.8	8.2	-0.6	-3.4%
COc1ccc(OCCNC(=O)c2ccc(C)cc2)cc1	-14.8	-0.2	0.6	0.7%	4.0	12.0	/	9.3	-3.3%

Shown with values under each structure: 10 of the compounds above
Values run as follows: RXFP1 antagonist | TRHR ag | D1 PAM | RXFP1 ag | D1 antagonist | TRHR enhancer | D2 potentiator | D1 ag | Apoferritin bind
Cc1[nH]c2ccccc2c1C(=O)CN1CCCCC1CCO (stereo unspecified)
    -5.3 | -0.2 | 3.3 | 2.4% | -7.3 | -1.2 | 7.6 | 6.1 | -17.7%
N#CC1=C(N)N(c2ncn[nH]2)C2=C(C(=O)CCC2)C1c1ccc(F)cc1 (stereo unspecified)
    -12.7 | 0.4 | -5.0 | 5.3% | -5.7 | -2.9 | 4.2 | 4.0 | -7.3%
O=C(c1cccc(Cl)c1)C1CCCN(C(=O)c2ccc3c(c2)OCO3)C1 (stereo unspecified)
    -3.9 | 0.0 | -5.2 | 1.1% | -8.5 | -7.1 | -4.4 | 6.2 | ?
NC(=O)COc1ccc(/C=N/NS(=O)(=O)c2ccccc2)cc1
    -8.1 | 1.3 | -2.4 | 1.2% | -5.0 | -8.7 | 6.7 | 2.7 | -2.7%
CCOc1ccc(NC(=O)CN(C)S(=O)(=O)c2ccc(-c3ccc(=O)[nH]n3)s2)cc1
    1.4 | -0.6 | -1.2 | -0.2% | -6.8 | 5.5 | 1.5 | 0.1 | -16.1%
Cn1c(=O)c2c(nc(SCC(=O)OCc3ccccc3)n2C)n(C)c1=O
    -5.6 | 0.3 | 0.7 | 5.1% | 15.3 | 4.1 | 10.2 | 2.2 | -14.3%
Cc1ccc(SC[C@H](Cc2ccccc2)N2CCN(CCc3ccccc3)CCC2=O)cc1
    / | -1.0 | -2.9 | -2.9% | -0.8 | 2.0 | -2.4 | 19.0 | -0.9%
CCNC(=S)N1CCN(C(=O)c2ccco2)CC1
    9.3 | 0.5 | -2.5 | 1.0% | 4.2 | 2.9 | 3.4 | 4.5 | -7.1%
Fc1ccc(Nc2nc(-c3ccncc3)nc3ccccc23)cc1
    -1.8 | -0.3 | 0.5 | 7.1% | 4.1 | 0.8 | 8.2 | -0.6 | -3.4%
COc1ccc(OCCNC(=O)c2ccc(C)cc2)cc1
    -14.8 | -0.2 | 0.6 | 0.7% | 4.0 | 12.0 | / | 9.3 | -3.3%
